High-throughput results (PubChem)
Bcl-xL primary = inhibitors of human Bcl-xL; Q07817; GST-Bcl-xL / FITC-Bim BH3 peptide fluorescence polarization; inhibition, % at 10.9 µM; hit rate 0.7% among 320,000; AID 2129;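 active = inhibition above the mean of all tested compounds plus 3 SD, cutoff set per campaign, cut at about 30% in these data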;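 note: 0% = DMSO wells and 100% = unlabeled Bim-BH3 peptide competitor; inhibitors lower millipolarization by displacing the labeled peptide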
VLA-4 inh = inhibition in a human VLA-4 binding assay; P13612; VLA-4 expressing cells, ligand binding flow cytometry; inhibition, % (about 7 µM as worked out from the volumes in the protocol); hit rate 0.2% among 330,000; AID 2557; in the data active = inhibition above about 50%
CIT2-GFP yeast = yeast TOR pathway CIT2-GFP modulation; GFP response vs DMSO, % at 10 µM; S. cerevisiae CIT2-GFP strain, flow cytometry, 3 h; 100 means same as DMSO wells; hit rate 0.065% among 320,000;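 active = GFP response relative to DMSO above a set limit, near the screen mean plus 3 SD, cut at about 150% in these data; inconclusive = Fewer than 70 cells measured for a yeast strain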;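 note: ratio of well median GFP fluorescence to mean of DMSO wells on the plate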
GLD-1 TGE inh = GLD-1-TGE RNA interaction inhibition (C. elegans). purified GLD-1 + fluorescein TGE RNA, fluorescence polarization. inhibition, % at 5.96 µM. hit rate 0.44% among 320,000;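 active = percent inhibition above a per-plate cutoff, the plate mean of test compounds plus 3 SD, cut at about 30% in these data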;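 note: 0% = DMSO wells with GLD-1 and probe and 100% = wells lacking GLD-1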
MCL1-BIM inh = disrupts human MCL1 binding to BIM-BH3 peptide | inhibition, % at 10.9 µM | GST-MCL1 / FITC-Bim-BH3 fluorescence polarization | Q07820 | hit rate 0.68% among 320,000;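 active = inhibition above the mean inhibition of all tested compounds plus 3 SD, set per campaign, cut at about 40% in these data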;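 note: 0% = DMSO wells and 100% = unlabeled Bim-BH3 peptide control; higher means more loss of mP so more displacement of Bim peptide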
AGP1 TOR yeast = alters AGP1-GFP fluorescence in TOR pathway yeast screen. S. cerevisiae AGP1-GFP multiplex flow cytometry, 3 h; GFP as percent of DMSO wells. GFP response vs DMSO, % at 10 µM. hit rate 0.02% among 320,000. AID 2066;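 active = GFP response relative to DMSO above a set limit, near screen average plus 3 SD, cut at about 150% in these data; inconclusive = fewer than 70 cells counted for the yeast strain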;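 note: median GFP channel fluorescence of the gated AGP1 strain per well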
Yeast superoxide = yeast age-related superoxide inhibition as caloric restriction mimetic. AID 2690. superoxide response (% of plate mean), % at 10 µM. hit rate 0.18% among 330,000. S. cerevisiae aged cells, superoxide DHE fluorescence; hits give low values;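 active = superoxide response under a set limit, about three screen SD below normal, cut at about 65% in these data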;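 note: yeast aged for seven days with compound at 30 °C before DHE staining; 100% = average MFI of all compound-treated wells on the plate with controls excluded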
MEX-5 binding = C. elegans MEX-5 TCR-2 RNA binding activity; MEX-5/FITC-TCR2 RNA binding, fluorescence polarization; hits give low values; activity score (negative = inhibition of binding), % at 10 µM; Q9XUB2; hit rate 0.38% among 300,000;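 active = inhibition past about -25% in most replicates, and total fluorescence under double the plate's negative control median, limit read from the data; inconclusive = replicates evenly split on the limit, or fluorescence at least double controls; inactive = too little inhibition in most replicates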;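 note: 0% = DMSO and -100% = 5 µM competing unlabeled TCR2 RNA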
GRK2 inh = inhibitors of human GRK2 displacing RNA aptamer; P25098; bead flow cytometry, FAM-aptamer displacement from GRK2; inhibition of aptamer binding, % at 10 µM; hit rate 0.59% among 330,000;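 active = inhibition of aptamer binding above 40%, roughly 3 SD of noise, on plates passing a quality check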;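 note: median bead fluorescence of bound FAM aptamer so fluorescent compounds give negative values; no value below 0 was filed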
Starred values were filed as active, the others as inactive; ? = inconclusive; · = not tested or not shown; [ ] = dose if it differs, or a comment.

SMILES	Bcl-xL primary	VLA-4 inh	CIT2-GFP yeast	GLD-1 TGE inh	MCL1-BIM inh	AGP1 TOR yeast	Yeast superoxide	MEX-5 binding	GRK2 inh
CCC(C)N=Cc1c(NCc2ccco2)nc2c(C)cccn2c1=O (centres undefined)	4	-2	86	-2	-8	110	116	0.0	2
Cc1ccc(S(=O)(=O)NC(C(=O)O)c2ccccc2)cc1 (centres undefined)	5	-1	102	4	-1	105	94	0.4	0
CCCCn1c(N)c(N(CCC(C)C)C(=O)c2oc3ccc(OCC)cc3c2C)c(=O)[nH]c1=O	1	2	90	5	-9	91	106	2.0	2
O=C(NCC1(c2ccccc2)CCOCC1)c1ccc(Br)o1	-2	3	106	-6	-1	102	93	0.9	0
CCOC(=O)CN(C(=O)c1snc(C(N)=O)c1N)C(C(=O)NC1CCCCC1)c1ccc(F)cc1 (centres undefined)	8	2	105	-1	11	102	100	-1.0	0
CC(C)N(Cc1nccn1C)C(=O)c1cc(COc2ccc3ncccc3c2)on1	8	4	111	5	1	108	88	3.4	0
Cc1cc(=O)oc2cc(OCc3ccccc3)ccc12	6	-10	87	9	-1	95	92	-1.5	2
CCC1CSC(Nc2ccc(C(=O)/C=C/c3cccc(C)c3)cc2)=N1 (centres undefined)	-8	22	103	-6	-9	92	91	-0.4	0
CCOC(=O)c1ccccc1NS(=O)(=O)c1c(C)nc2sccn2c1=O	3	14	111	3	-8	106	96	4.5	2
O=C(Nc1ccc(NC(=O)c2ccco2)nc1)c1cccc(F)c1	6	10	103	0	2	104	100	2.0	1
O=C(COC(=O)c1ccco1)NCc1ccco1	8	6	88	3	2	95	112	-0.8	2
Cc1cc(C)c(O)c(NC(=S)NC(=O)Cc2ccccc2)c1	7	9	102	4	12	99	89	1.8	0
COc1cccc(N(C(=O)c2snc(C(N)=O)c2N)C(C(=O)NCC2CCCO2)c2ccc(C)o2)c1 (centres undefined)	4	7	103	-3	-1	107	88	-1.5	3
Cc1ccc(NC(=O)CC2C(=O)N(Cc3ccccc3)C(=S)N2NC(=O)c2cccc(F)c2)c(C)c1 (centres undefined)	5	8	111	3	15	102	100	-1.5	2
Cc1ccc(S(=O)(=O)N2CCOCC2)cc1C(=O)N1CC(C)CC(C)C1 (centres undefined)	·	-14	94	4	·	97	110	·	1
COc1ccc2c(c1)nc(SCC(=O)c1ccc(Br)s1)n2C	-8	9	104	9	-7	101	80	-0.6	0
c1ccc(-c2cn3nc(-c4ccccc4)c(-c4ccccc4)nc3n2)cc1	15	-11	81	4	13	71	103	-27*	1
CC(NC(=O)Cn1cc(Br)c([N+](=O)[O-])n1)c1ccccc1 (centres undefined)	0	2	101	-1	-2	92	107	-1.5	1
CCCN(Cc1cc2ccc(C)cc2[nH]c1=O)S(=O)(=O)c1ccccc1	-3	5	118	2	-4	126	116	0.2	0
Cc1ccc(C(=O)NC(=S)Nc2c(C)ccc3nsnc23)cc1	5	2	94	3	13	96	115	1.1	0
COc1ccc(NC(=O)CSc2nnc(-c3ccc(F)cc3)o2)cn1	24	7	91	11	26	98	109	·	0
COc1ccc(C#Cc2c(-c3ccsc3)oc3ccc(N4CCOCC4)cc23)cc1	5	0	82	-2	15	84	94	1.3	1
Cc1c2c(nc3nc4ccccc4n13)CC(C)(C)CC2=O	7	-3	90	-5	8	88	100	0.1	0
O=C(CC(=O)Nc1cccc(F)c1)Nc1cccc(F)c1	7	9	105	1	8	101	107	2.0	0
CC(=O)NCCNc1ccc([N+](=O)[O-])cn1	4	0	98	6	-1	98	106	-0.4	2

New compounds follow
SMILES	Bcl-xL primary	VLA-4 inh	CIT2-GFP yeast	GLD-1 TGE inh	MCL1-BIM inh	AGP1 TOR yeast	Yeast superoxide	MEX-5 binding	GRK2 inh
COc1ccc(/C=C2\CCC(C3CCCC3)C2=O)c(OC)c1 (centres undefined)	-2	12	104	9	3	98	115	-0.3	0
O=C(Cc1ccccc1)NN1C(=O)/C(=C/c2ccc(C(=O)O)cc2)SC1=S	6	2	91	-5	11	104	96	-3.9	4
O=C(NCc1cccs1)C1CCCCC1	2	2	108	4	0	103	98	0.7	0
COC(=O)C(C(=O)NCC1CCCO1)C1CCCC1 (centres undefined)	0	-22	101	1	-4	105	106	5.0	0
Cc1cc(C)cc(NC(=O)C(NCCN2CCOCC2)c2ccccc2)c1 (centres undefined)	-2	7	115	-2	1	116	104	-1.4	1
Cc1c(C(=O)Nc2ccncc2)sc2nc(-c3ccc(F)cc3)cn12	-18	19	95	-6	-35	101	85	4.3	2
COc1ccccc1C(=O)Nc1ccnn1C1CCN(C/C=C/c2ccc(F)cc2)CC1	3	-8	106	0	-1	107	117	3.0	0
O=C(NC1CCN(Cc2ccccc2)CC1)c1ccc(Oc2cc(Cl)cc(Cl)c2)o1	6	2	89	-1	7	96	88	-0.2	0
COc1ccc(CNC(=O)COC(=O)c2cccs2)cc1	2	0	101	-1	-1	99	101	2.6	0
C[C@]12C(=O)N(c3ccccc3)C(=O)N1[C@@H]1c3ccccc3OC[C@@H]1[C@H]2c1ccccc1	3	10	90	11	2	91	100	-0.2	0
COc1ccccc1-c1c(C)[nH]n2c(=O)c(Cc3ccccc3)c(C)nc12	2	18	108	3	3	110	94	-2.0	1
COC(=O)N1C(=O)[C@@](c2ccc(OC)cc2)(C(C)C)N1C(=O)OC	-1	24	67	-11	-2	77	109	-1.1	1
O=C(CNC(=O)Cc1cccc2ccccc12)NCc1ccccc1F	4	3	106	7	7	103	102	2.1	3
O=C(Nc1cccc(S(=O)(=O)N2CCCCCC2)c1)c1ccc(Cl)nc1	·	-5	116	0	·	107	83	·	2
CCOc1ccc(NS(=O)(=O)N(C)C)cc1	4	-4	94	2	4	100	84	-0.1	0
CCCCC(CCC(=O)NNC(=O)Cc1ccccc1)C(=O)O (centres undefined)	1	-4	93	-3	5	97	95	-0.4	0
Cc1c(O)nc(SC2CC(=O)N(c3cc(Cl)cc(Cl)c3)C2=O)[nH]c1=O (centres undefined)	4	-1	93	14	12	102	105	-4.3	1
COc1ccc(NC(=O)Cn2nnc(C(=O)NCc3cccc(OC)c3)c2N)cc1	-1	4	88	3	5	91	99	-0.8	1
CCC(C)(C)NC(=O)C(c1ccc(OC)cc1)N(Cc1ccccc1)C(=O)CCC(=O)Nc1cc(C)on1 (centres undefined)	4	-2	102	6	10	100	105	0.2	0
O=C(NCc1nnc(SCC(=O)N2CCOCC2)o1)c1c(F)cccc1F	3	-10	101	1	8	99	88	-0.2	0
COCCNC(=O)CCc1nc(-c2ccccc2)no1	8	23	106	2	-1	106	102	0.9	0
CC1CC(C)CN(C(=O)c2ccc(C#N)cc2)C1 (centres undefined)	2	60*	108	2	1	104	108	-0.2	0
Cc1ccccc1N(C(=O)c1csnn1)C(C(=O)NC1CCCC1)c1ccncc1 (centres undefined)	2	2	97	4	5	102	98	-0.5	0
CN(c1ccccc1)S(=O)(=O)c1cccc(NC(=O)CCN2C(=O)C3CCCCC3C2=O)c1 (centres undefined)	2	-3	100	4	7	97	87	-0.2	3
COc1ccc(OC)c(C2CC(=O)Nc3cc(OC)c(OC)c(OC)c32)c1 (centres undefined)	2	16	93	3	-4	92	105	-1.8	0

Other records.
SMILES	Bcl-xL primary	VLA-4 inh	CIT2-GFP yeast	GLD-1 TGE inh	MCL1-BIM inh	AGP1 TOR yeast	Yeast superoxide	MEX-5 binding	GRK2 inh
COc1ccccc1NS(=O)(=O)c1cc(NC(=O)C2CC2)ccc1N1CCOCC1	10	-9	99	1	17	104	108	0.8	0
COC(=O)CNc1c(-c2ccccn2)nc2ccc(Br)cn12	47*	-61	103	50*	55*	101	94	·	0
CCCn1nc(C(=O)N2CCc3ccccc32)c2ccccc2c1=O	2	5	91	-4	-3	99	84	·	0
O=C(O)CC(c1cccc(C(F)(F)F)c1)N1CCS(=O)(=O)CC1 (centres undefined)	1	7	96	3	3	100	100	3.0	0
COc1ccccc1N1CCN(/N=C/c2ccc([N+](=O)[O-])cc2)CC1	·	18	103	·	·	101	108	2.4	1
CC(Sc1nnc(COc2ccc3ccccc3c2)n1C)C(=O)O (centres undefined)	-1	-6	102	-1	-11	106	100	-0.6	0
Cc1ccccc1C(=O)Nc1ccc(N2CCN(C(=O)c3ccco3)CC2)cc1	3	7	105	3	2	107	97	2.6	0
CC(C)=CCN1CCN(CC#Cc2ccccc2)CC1CCO (centres undefined)	10	2	97	3	2	102	104	0.0	0
C/C=C1\COC(C(=O)NCCN2CCCC2)(C(F)(F)F)C=C1C=C1CCCCC1 (centres undefined)	-1	4	99	10	0	111	100	3.4	0
CC1=C(C(=O)c2ccccc2)C(c2ccc(OC(F)F)cc2)NC(=S)N1 (centres undefined)	-4	-3	90	0	1	94	97	2.3	0
CS(=O)(=O)c1ccccc1-c1nnc(NC(=O)CCS(=O)(=O)c2ccc(Cl)cc2)o1	2	2	94	1	5	101	99	-0.8	0
Cc1cc(C(=O)CN2C(=O)C3CC=CCC3C2=O)c(C)n1-c1ccccc1 (centres undefined)	5	0	88	6	-4	98	100	1.6	6
COc1ccc(CCN2C(=O)NC(NC(=O)CC(C)C)(C(F)(F)F)C2=O)cc1OC (centres undefined)	-1	0	?	-8	3	15[may fluoresce violet]	91	-1.0	4
Cc1ccc(NS(=O)(=O)c2ccc(C(=O)N3CCCC(C(F)(F)F)C3)cc2)cc1 (centres undefined)	5	-15	111	-7	5	101	94	-2.1	4
O=C(Nc1nccs1)c1nc[nH]c1C(=O)N1CCc2ccccc2C1	4	18	98	7	4	69	119	·	0
CC1CCN(C(=S)c2ccccc2O)CC1	9	-3	98	-1	14	·	110	-2.6	0
CCOc1ccc(N(Cc2ccc(OC)c(OC)c2)C(=O)c2ccco2)cc1	5	68*	95	4	-1	98	89	-0.7	1
CCN(CC)S(=O)(=O)c1ccc(NN=C2CCN(C)CC2)c([N+](=O)[O-])c1	8	-4	91	-3	6	95	98	-4.6	0
O=C(O)C(Cc1ccc(F)cc1)c1ccccc1 (centres undefined)	5	-4	102	-1	7	105	114	0.2	3
COc1cc(CN(CC2CCCO2)C(=O)c2ccco2)cc(OC)c1OC (centres undefined)	4	5	108	-6	1	109	100	0.1	1
O=C(COC(=O)Cc1ccc(Cl)cc1)NCc1ccco1	·	1	103	-2	·	101	110	·	59*
Cc1cc2cc(CNC(=O)c3ccc(S(=O)(=O)N4CCCCC4)cc3)ccc2[nH]1	-2	-11	96	5	-4	98	107	1.0	0
CCN(C(=O)CSc1nnc(C(C)N(C)C)n1-c1ccc(F)cc1)C1CCS(=O)(=O)C1 (centres undefined)	4	13	94	4	5	99	87	·	4
CCOc1ccccc1C(=O)N(CN1CCCC1=O)c1cccc(Cl)c1	-3	38	100	0	0	97	109	0.2	0

Rewritten with values under each structure: 4 of the compounds above.
Values in the order – Bcl-xL primary	VLA-4 inh	CIT2-GFP yeast	GLD-1 TGE inh	MCL1-BIM inh	AGP1 TOR yeast	Yeast superoxide	MEX-5 binding	GRK2 inh
CC1=C(C(=O)c2ccccc2)C(c2ccc(OC(F)F)cc2)NC(=S)N1 (centres undefined)
→ -4	-3	90	0	1	94	97	2.3	0
O=C(O)CC(c1cccc(C(F)(F)F)c1)N1CCS(=O)(=O)CC1 (centres undefined)
→ 1	7	96	3	3	100	100	3.0	0
Cc1cc2cc(CNC(=O)c3ccc(S(=O)(=O)N4CCCCC4)cc3)ccc2[nH]1
→ -2	-11	96	5	-4	98	107	1.0	0
O=C(O)C(Cc1ccc(F)cc1)c1ccccc1 (centres undefined)
→ 5	-4	102	-1	7	105	114	0.2	3
